# Compound activity: PubChem, several laboratories
# RGS4 inh = inhibitors of human RGS4. P49798. HEK293 M3R/RGS4 inducible, Fluo-4 calcium flux; active compounds read high; triggered by carbachol at its EC20. B-score at 10 µM. 310,000 tested, 0.45% active. AID 463165;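 active = B-score, a plate-corrected calcium signal, over three deviations above library mean, with baseline fluorescence within five deviations of library mean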;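 also: RGS4 expression induced by doxycycline in cells with stable M3 receptor; B-score is computed from the integrated fluorescence ratio over baseline after carbachol; higher B-score means a larger calcium signal and so more RGS4 inhibition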
# Target sequence (P49798 whole entry, looked up): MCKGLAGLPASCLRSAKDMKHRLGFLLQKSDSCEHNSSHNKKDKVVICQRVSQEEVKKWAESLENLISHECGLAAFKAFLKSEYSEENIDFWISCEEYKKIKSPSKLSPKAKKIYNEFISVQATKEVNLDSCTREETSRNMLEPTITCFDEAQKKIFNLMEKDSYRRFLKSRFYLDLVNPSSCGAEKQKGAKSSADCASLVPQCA
# TRPC6 activator = mouse TRPC6 channel activation | AID 2550 | HEK293-TRPC6 membrane potential dye fluorescence; active compounds read high | 310,000 tested, 0.13% active | B-score at 10 µM | Q61143;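 active = B-score of the integrated fluorescence ratio above library mean plus 3 SD, and starting fluorescence ratio within library mean plus 5 SD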;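 also: higher score means more depolarization so channel activation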
# RGS4 act = RGS4 potentiation or activation; HEK293 M3R/inducible RGS4, carbachol calcium flux Fluo4; active compounds read low; B-score at 10 µM; 310,000 tested, 0.92% active;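 active = B-score of the integrated calcium signal more than 4 SD below the library mean, with starting fluorescence not abnormally high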;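 also: negative B-score means reduced calcium response which marks RGS4 activation or potentiation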
#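 Assay system: HEK293 FlpIn-TREx cells, stable M3R, doxycycline-inducible RGS4 / Probe or stimulus: carbachol, ECmax concentration / Times: overnight RGS4 induction, 30 min dye load 37 °C, 20 min compound RT / Signal: kinetic calcium fluorescence imaging with Fluo4-AM dye, 2 µM / Measure: Agonist-evoked peak-minus-minimum fluorescence over baseline, integrated ratio, B score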
# Platelet DG rel = platelet dense granule release activity | human platelet-rich plasma, SFLLRN dense granule ATP release, luminescence | inhibition, %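 (compounds screened at 7.5 µM in platelet-rich plasma)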 | 300,000 tested, 0.22% active;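 active = mean replicate score, as percent of positive control, at or above 50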
# MrgX1 antagonist = antagonists of human MrgX1 receptor; Q96LB2; B-score at 10 µM; AID 588676; MRGX1-HEK293 calcium flux, Fluo-4, BAM8-22 antagonism; active compounds read low; 310,000 tested, 1.3% active;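 active = calcium-response B-score plate-corrected more than 3 library SD below zero, starting fluorescence within 5 deviations, no agonist response on first addition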;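 also: peak minus trough fluorescence over baseline after final BAM8-22 challenge near maximal dose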
# Target sequence (Q96LB2 whole entry, looked up): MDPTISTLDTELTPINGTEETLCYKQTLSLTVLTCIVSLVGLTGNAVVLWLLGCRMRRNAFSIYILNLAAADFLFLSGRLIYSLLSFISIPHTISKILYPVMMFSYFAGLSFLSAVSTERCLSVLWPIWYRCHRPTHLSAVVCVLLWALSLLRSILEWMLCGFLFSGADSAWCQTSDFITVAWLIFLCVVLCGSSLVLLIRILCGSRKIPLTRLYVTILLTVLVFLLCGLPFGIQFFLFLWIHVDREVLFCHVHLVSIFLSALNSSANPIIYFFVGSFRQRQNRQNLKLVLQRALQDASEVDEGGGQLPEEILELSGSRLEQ
# TRPC6 inh = mouse TRPC6 channel inhibition. Q61143. HEK293-TRPC6, membrane potential dye, ACh-evoked depolarization; active compounds read low. B-score at 10 µM. 310,000 tested, 1.1% active. AID 2553;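 active = B-score under library mean minus 3 SD, initial fluorescence not abnormally high, positive integrated signal ratio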;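 also: B-score derived from integrated fluorescence ratio over the kinetic read; more negative B-score means stronger inhibition of depolarization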
# TRPC4 inh = inhibitors of mouse TRPC4 channel. HEK293 TRPC4beta/mu-opioid, DAMGO-evoked Fluo4 calcium flux; active compounds read low. 300,000 tested, 0.39% active. B-score at 10 µM. Q9QUQ5;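 active = B-score over 3 SD under the library average, no early fluorescence shift, positive overall ratio signal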
#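 Assay system: Stable TRPC4beta/mu-opioid receptor HEK293 cells | Reagent: DAMGO in two steps, submaximal then maximal | Compound dosing: Single concentration per test compound | Signal: Fluo4 Ca2+ flux fluorescence | Evaluation: Per-well B score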
# HIF activator = HIF pathway transcriptional activation | U2OS HRE-luciferase reporter, luminescence; normalized: DMSO 0%, desferrioxamine 100% | activation, % at 7.5 µM (by protocol) | 300,000 tested, 0.32% active;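 active = mean activation of at least 10% of the iron chelator positive control signal, with at least half of replicates also reaching 10%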
# SKKanGAS inh = SKKanGAS growth inhibition; S. pyogenes SKKanGAS, kanamycin growth, BacTiter-Glo, 6 h; inhibition, % at 7.5 µM; 300,000 tested, 1.3% active; AID 1662;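 active = mean replicate score, as percent of positive control median, at least 50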;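 also: strain carries kanamycin resistance gene driven by streptokinase promoter and grows in 40 µg/ml kanamycin; loss of luminescence reflects streptokinase promoter inhibition or plain growth inhibition; 0% = median of DMSO wells and 100% = positive control at its reference dose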
# MrgX1 ag = agonists of human MrgX1 receptor; Q96LB2; MrgX1-HEK293 cells, Fluo-4 calcium fluorescence, agonist mode; active compounds read high; B-score at 10 µM; 310,000 tested, 0.44% active; AID 588627;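 active = calcium response B-score plate-corrected fluorescence ratio at least 3 library SD, with starting fluorescence B-score inside 5 SD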
#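 Material: MrgX1-expressing HEK293 cells; input: 15,000 cells per well; doses: test compound given as first of three sequential additions; schedule: overnight plating before 1 h dye loading; technique: Fluo-4 NW calcium-flux fluorescence, kinetic read; evaluation: baseline-normalised fluorescence change ratio, B-scored; control set: plate-wise positive and negative controls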
# MrgX1 allo act = allosterically activates human MrgX1 receptor signaling. MrgX1-HEK293, Fluo-4 calcium flux, FDSS; active compounds read high. Q96LB2. B-score at 10 µM. AID 588675. 310,000 tested, 0.63% active;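 active = plate-corrected calcium response at least 3 library SD above typical, normal starting fluorescence, not activating the receptor alone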;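 also: compound read alongside a low EC10 to EC30 dose of BAM8-22 agonist; peak minus trough fluorescence over baseline measured at the second addition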
# * = called active by the depositor; i = inactive; · = not tested or not shown. The order is random; overall some 6.1% were active at least once.
SMILES,RGS4 inh,TRPC6 activator,RGS4 act,Platelet DG rel,MrgX1 antagonist,TRPC6 inh,TRPC4 inh,HIF activator,SKKanGAS inh,MrgX1 ag,MrgX1 allo act
CCOC(=O)Cc1cc(=O)[nH]c(/N=C(\N)Nc2ccc(C)cc2C)n1,i,i,i,-1,i,i,i,-0.8,2,i,i
CCCC[n+]1ccn(-c2nc3ccccc3nc2[N-]S(=O)(=O)c2ccc(Cl)cc2)c1,i,i,i,-31,i,i,i,0.0,7,i,i
O=C(NCC1CCN(Cc2ccc(F)cc2)CC1)Nc1cc(F)ccc1F,i,i,i,-2,i,i,i,-7.0,2,i,i
Cc1ccccc1NC(=S)c1ccc2ccccc2n1,i,i,i,54*,i,i,i,4.3,29,i,i
Cc1c(CCOC(=O)c2cc([N+](=O)[O-])cc([N+](=O)[O-])c2)sc[n+]1CCCCS(=O)(=O)[O-],i,i,i,5,i,i,i,-0.5,0,i,i
O=C(O)CSCC(=O)Nc1cccc2ccccc12,i,i,i,-1,i,i,i,1.0,4,i,i
CCC/C=N/Nc1nc2ccccc2s1,i,i,i,-14,i,i,i,1.6,-9,i,i
CC1(C)NC(=O)N(CCOCCOc2cccc(Oc3ccccc3)c2)C1=O,i,i,i,9,i,i,i,-0.3,0,i,i
Cc1ccnc(NS(=O)(=O)c2ccc(Oc3ccccc3)cc2)c1,i,i,i,6,i,i,i,-0.8,-3,i,i
COC(=O)Cc1ccc(NC(=S)N2CCN(CCO)CC2)cc1,i,i,i,10,i,i,i,0.1,-8,i,i
Cc1nn(CC(=O)c2ccccc2)c(=O)c2nn(-c3ccccc3F)c(C)c12,i,i,i,13,i,i,i,-0.3,-8,i,i
O=C(c1cccc(S(=O)(=O)N2CCOCC2)c1)N1CCCC1,i,i,i,10,i,i,i,0.0,-2,i,i
O=C1c2ccccc2C(=O)N1Cc1nn2c(-c3ccc(Cl)cc3)nnc2s1,i,i,i,-4,i,i,i,0.1,1,i,i
Clc1nc(-c2cccnc2)nc2scc(-c3ccccc3)c12,i,i,i,-1,i,i,i,1.2,16,i,i
CS(=O)(=O)N1CCCC(C(=O)NCCc2ccc(Cl)cc2)C1 (centres undefined),i,i,i,-1,i,i,i,0.2,-6,i,i
CCOc1cc(Cl)c(NC(=O)c2ccco2)cc1OCC,i,i,i,11,i,i,i,0.5,3,i,i
CCC(Sc1nnc(-c2ccco2)n1C)C(=O)Nc1nnc(C)s1 (centres undefined),i,i,i,-3,i,i,i,-2.3,1,i,i
CC1=C(C(=O)OCC2CCCO2)C(c2ccccc2OC(C)C)C2=C(CC(c3ccco3)CC2=O)N1 (centres undefined),i,i,i,-1,i,i,i,0.0,9,i,i
CC1CCCN(CC(O)COCC2COc3ccccc3O2)C1 (centres undefined),i,i,i,-1,i,i,i,0.4,-3,i,i
O=C(Cc1ccc(NS(=O)(=O)c2ccc(F)cc2)cc1)NCc1ccccc1,i,i,i,1,i,i,i,-0.4,7,i,i
C=CCn1cccc(C(=O)Nc2ccc(OC)cc2)c1=O,i,i,i,8,i,i,i,1.3,4,i,i
CCOc1cc(C(=O)Nc2ccc(C)cc2C)ccc1OCC(=O)N1CCCCC1,i,i,i,3,i,i,i,-0.4,3,i,i
COc1ccc(C(=O)C(C)Oc2cccc(NC(=O)c3cccc([N+](=O)[O-])c3)c2)cc1 (centres undefined),i,i,i,0,i,i,i,0.0,11,i,i
O=C(CC(=O)N/N=C/c1cccs1)NCc1ccccc1,i,i,i,0,i,i,i,-0.2,8,i,i

# Ordered by number of heavy atoms (ascending): some entries from above
SMILES,RGS4 inh,TRPC6 activator,RGS4 act,Platelet DG rel,MrgX1 antagonist,TRPC6 inh,TRPC4 inh,HIF activator,SKKanGAS inh,MrgX1 ag,MrgX1 allo act
C=CCn1cccc(C(=O)Nc2ccc(OC)cc2)c1=O,i,i,i,8,i,i,i,1.3,4,i,i
Clc1nc(-c2cccnc2)nc2scc(-c3ccccc3)c12,i,i,i,-1,i,i,i,1.2,16,i,i
O=C1c2ccccc2C(=O)N1Cc1nn2c(-c3ccc(Cl)cc3)nnc2s1,i,i,i,-4,i,i,i,0.1,1,i,i
O=C(Cc1ccc(NS(=O)(=O)c2ccc(F)cc2)cc1)NCc1ccccc1,i,i,i,1,i,i,i,-0.4,7,i,i
COc1ccc(C(=O)C(C)Oc2cccc(NC(=O)c3cccc([N+](=O)[O-])c3)c2)cc1 (centres undefined),i,i,i,0,i,i,i,0.0,11,i,i
CC1=C(C(=O)OCC2CCCO2)C(c2ccccc2OC(C)C)C2=C(CC(c3ccco3)CC2=O)N1 (centres undefined),i,i,i,-1,i,i,i,0.0,9,i,i

# Later entries.
SMILES,RGS4 inh,TRPC6 activator,RGS4 act,Platelet DG rel,MrgX1 antagonist,TRPC6 inh,TRPC4 inh,HIF activator,SKKanGAS inh,MrgX1 ag,MrgX1 allo act
Nc1nnc(SCC(=O)Nc2ccc(S(=O)(=O)N3CCOCC3)cc2)s1,i,i,i,-1,i,i,i,-0.2,1,i,i
COc1ccc(-c2cccc(NS(=O)(=O)c3cc([N+](=O)[O-])ccc3Cl)c2)nn1,i,i,i,-10,i,i,i,-0.1,12,i,i
O=C(NCCS(=O)(=O)N1CCN(c2ccccc2F)CC1)c1cc(=O)c2ccccc2o1,i,i,i,8,i,i,i,-0.4,1,i,i
COc1ccc(C)cc1N(CC(=O)Nc1ccc(S(=O)(=O)N2CCCC2)cc1)S(C)(=O)=O,i,i,i,4,i,i,i,0.3,-5,i,i
N#CC1=C(N)OC2=C(CC/C2=C\c2ccc(F)cc2)C1c1ccc(F)cc1 (centres undefined),i,i,i,1,i,i,i,-0.1,·,i,i
CCS(=O)(=O)N1CCC(C(=O)Nc2ccc3c(c2)CCC3)CC1,i,i,i,-11,i,i,i,1.4,2,i,i
COc1ccc(OC)c(S(=O)(=O)NCCOC23CC4CC(CC(C4)C2)C3)c1,i,i,i,4,i,i,i,-1.1,-3,i,i
Cc1csc(=O)n1CCC(=O)OCc1nnc(-c2ccccc2)o1,i,i,i,2,i,i,i,1.3,1,i,i
O=C(NCc1ccccc1F)C1CCCN(C(=O)Nc2ccccc2)C1 (centres undefined),i,i,i,-2,i,i,i,-0.2,4,i,i
O=C1CC(Nc2ccc(N3CCOCC3)cc2)C(=O)N1c1ccccc1 (centres undefined),i,i,i,-3,i,i,i,0.1,5,i,i
Cc1c(/C=N/NC(=O)c2cccnc2)c2ccccc2n1Cc1ccccc1,i,i,i,1,i,i,i,-0.2,0,i,i
O=C(CC(c1ccccc1)c1ccccc1)Nc1ncn[nH]1,i,i,i,-5,i,i,i,-0.3,-4,i,i
CC(=O)c1cccc(NC(=O)NCCc2c[nH]c3ccccc23)c1,i,i,i,-9,i,i,i,0.8,-4,i,i
CCCCN(C)C(=O)Cn1nc(-c2ccc(Cl)cc2)ccc1=O,i,i,i,-5,i,i,i,1.4,-3,i,i
CCc1cc2c(=O)[nH]c(-c3ccncc3)nc2s1,i,i,i,0,-6.6*,i,i,0.0,3,i,i
CN(Cc1ccc(F)cc1)C(=O)CCc1nnc(-c2ccccc2)o1,i,i,i,4,i,i,i,3.6,2,i,i
Clc1cccc(CNCC2CCCO2)c1Cl (centres undefined),i,i,i,0,i,i,i,-0.3,1,i,i
CCC1CN(C(=O)NCc2ccc(F)cc2)c2cc(C)ccc2O1 (centres undefined),i,i,i,-4,i,i,i,-0.8,8,i,i
C[C@H](NC(=O)[C@@H]1Cc2ccccc2CN1C(=O)OC(C)(C)C)C(=O)NC1CCCCC1,i,i,i,6,i,i,i,-0.1,3,i,i
O=C(c1ccc(COc2c(F)c(F)cc(F)c2F)o1)N1CCN(c2ccc(Cl)cc2)CC1,i,i,i,-6,i,i,i,-0.1,25,i,i
CCn1c(CCNC(=O)c2ccc(OC)cc2)nnc1SCc1ccc(Cl)cc1Cl,i,i,i,1,i,i,i,-0.8,6,i,i
O=C(Nc1cccc(Cl)c1)Nc1nnc(CC2=CCCCC2)s1,10*,i,i,-3,i,i,i,-0.1,-3,i,i
CCCCN=C1C([N+](=O)[O-])=CC=C2C1=NC1(CCCCC1)N2O,i,i,i,9,i,i,i,0.0,3,i,i
O=c1[nH]c2ccc(S(=O)(=O)Nc3ccc(Br)cc3)cc2[nH]1,i,i,i,-10,i,i,i,-0.5,1,i,i
CCOC(=O)C1CCN(C(=O)CN2C(=O)c3cccnc3Oc3ccccc32)CC1,i,i,i,7,i,i,i,-0.3,-1,i,8.3*
O=NC1=C(c2c(O)[nH]c3ccccc23)CCCC1,i,i,i,1,i,i,i,0.2,-2,i,i
Cn1c(=O)[nH]c(=O)c2c1nc(NCCCO)n2CCOc1ccccc1,i,i,i,13,i,i,i,0.2,3,i,i
O=C(O)c1ccc(Cl)c(S(=O)(=O)N2CCCCCC2)c1,i,i,i,-5,i,i,i,·,3,i,i
COc1ccccc1C(C)NC(=O)CCOc1cccc(C)c1 (centres undefined),i,i,i,0,i,i,i,-0.7,-4,i,i
CCOC(=O)c1c(C)[nH]c(C(=O)CN2CC(C)OC(C)C2)c1C (centres undefined),i,i,i,11,i,i,i,·,-8,i,i
c1ccc(-c2cnnc(N3CCCCC3)n2)cc1,i,i,i,1,i,-6.9*,i,2.0,-2,i,i
Cc1cc(NC(=O)CSc2nc(C(C)C)nc3sc4c(c23)CCCC4)no1,i,i,i,-4,i,i,i,-0.7,6,i,i
CCC(=O)N1CCc2cc(S(=O)(=O)NCCCN(CC)Cc3ccccc3)ccc21,i,i,i,2,i,i,i,-0.7,-6,i,i
O=C(CN1C(=O)S/C(=C/c2cc(Br)cs2)C1=O)N1CCOCC1,i,i,i,-11,i,i,i,-0.3,-9,i,i
CC(C)CC(c1nnnn1C(C)C)N1CCN(c2ccccc2)CC1 (centres undefined),i,i,i,-24,i,i,i,-0.2,0,i,i
COc1cc(NC(=O)CN2CCCCCC2)cc(OC)c1,i,i,i,1,i,i,i,-0.1,1,i,i
COc1cc(/C=C2\SC(=S)N(NC(=O)c3ccc(O)cc3)C2=O)ccc1O,i,i,i,7,i,i,i,-3.1,8,i,i
Cn1cnc([N+](=O)[O-])c1Sc1ccccc1,i,i,i,0,i,i,i,0.0,2,i,i
